High-throughput results: PubChem BioAssay, National Center for Advancing Translational Sciences (NCATS)
POLI inh – blocks human DNA polymerase iota activity | Pol iota fluorescent replication assay, 10 min | Potency, µM (highest dose often 115 µM), without a hit: at the highest dose activity, negative = inhibition, most hits filed as inhibitors | AID 588590 | 1% of 390,000 active; note: potency is the fitted concentration of half-maximal effect
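Fluorescent replication assay read twice, at 0 min and 10 min after adding 50 nM (final) substrate. Enzyme (10 nM) and compounds were first incubated 15 min at room temperature; enzyme-free buffer wells were negative controls.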
LDHA block – blocks human lactate dehydrogenase A; activity change, % (values are at about 110 or 230 µM); P00338; purified LDHA, NADH/diaphorase-resazurin fluorescence; active compounds read low; 0.15% of 480,000 active; in the data active = activity change below about -30%; inconclusive = mostly about -25% to -30%;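 note: plate controls were DMSO wells for no effect and wells without enzyme for full effect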
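Human LDH5 at 2 nM final in Tris HCl pH 7.4 with 0.06 mM NADH and 0.2 mM pyruvate, reacted 5 minutes at room temperature. Remaining NADH coupled via diaphorase/resazurin; resorufin fluorescence read at 0 and 20 minutes, normalized to enzyme-free and DMSO wells.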
Glioma ERSR ind – induces the endoplasmic reticulum stress response in human glioma cells. U87-MG GRP78 promoter luciferase reporter, 16 h. Potency, µM, inactives show at the highest dose activation, hits mostly activators. 0.02% of 420,000 active. AID 602332; note: potency is the fitted concentration of half-maximal effect; series mostly up to about 76 µM; % of control where 0% means no effect; nearly all actives have a fitted effect of over 35% in size
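ERSR induction read as luciferase luminescence (Bright-Glo, 10 min at room temperature) in stably transfected human U87-MG glioma cells exposed to compounds for 16 h, using GRP78 as sensor.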
Pol kappa inh – inhibitors of human DNA polymerase kappa; Q9UBT6; Potency, µM (doses to about 107 µM), inactives show at the highest dose activity, negative = inhibition, most hits filed as inhibitors; 0.53% of 400,000 active; AID 588579; purified Pol kappa, fluorescent DNA synthesis assay, 10 min; note: potency is the fitted concentration of half-maximal effect; % is set by controls: 0 for no effect and ±100 for the full control effect
Target sequence (Q9UBT6 whole entry, looked up): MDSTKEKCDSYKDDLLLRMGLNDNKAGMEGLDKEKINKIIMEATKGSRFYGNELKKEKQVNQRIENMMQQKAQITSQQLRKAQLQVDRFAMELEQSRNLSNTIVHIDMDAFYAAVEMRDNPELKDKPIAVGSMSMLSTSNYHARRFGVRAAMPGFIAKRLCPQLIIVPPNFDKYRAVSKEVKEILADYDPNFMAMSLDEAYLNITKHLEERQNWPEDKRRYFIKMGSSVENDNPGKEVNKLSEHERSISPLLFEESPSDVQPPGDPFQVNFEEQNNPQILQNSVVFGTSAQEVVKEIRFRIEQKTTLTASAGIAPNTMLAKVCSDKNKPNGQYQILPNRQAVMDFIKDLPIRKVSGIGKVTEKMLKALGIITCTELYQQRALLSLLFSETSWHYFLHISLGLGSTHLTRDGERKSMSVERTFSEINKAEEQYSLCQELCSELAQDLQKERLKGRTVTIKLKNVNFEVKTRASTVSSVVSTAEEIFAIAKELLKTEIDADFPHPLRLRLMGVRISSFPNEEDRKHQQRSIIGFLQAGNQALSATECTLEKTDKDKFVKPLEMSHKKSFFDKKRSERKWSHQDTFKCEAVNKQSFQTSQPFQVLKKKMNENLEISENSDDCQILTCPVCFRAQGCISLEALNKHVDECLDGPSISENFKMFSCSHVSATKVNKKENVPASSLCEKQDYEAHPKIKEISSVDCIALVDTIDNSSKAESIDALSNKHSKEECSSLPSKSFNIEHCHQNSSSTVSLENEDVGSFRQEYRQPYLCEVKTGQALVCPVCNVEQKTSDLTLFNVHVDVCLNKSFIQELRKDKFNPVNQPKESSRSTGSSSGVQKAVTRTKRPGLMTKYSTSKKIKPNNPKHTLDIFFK
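Fluorescent qHTS in 1536-well format: enzyme (10 nM) and compound sat 15 min at room temperature before 50 nM substrate (final) was added. Signal taken at 0 and 10 min; no-enzyme buffer wells were negative controls.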
POLH inh – inhibitors of human DNA polymerase eta; Q9Y253; recombinant Pol eta, fluorescent DNA replication assay; Potency, µM (titrated, usually from 114 µM), without a hit: top-dose activity change, negative = inhibition, hits mostly inhibitors; 1.2% of 390,000 active; AID 588591; note: potency is the fitted concentration of half-maximal effect; % is set by controls: 0 for no effect and ±100 for the full control effect
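Fluorescent replication assay: 50 nM final substrate added after a 15 min room-temperature compound preincubation with 10 nM enzyme. Signal taken at 0 min and again at 10 min.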
Apoferritin bind – candidate novel general anesthetic via apoferritin binding | P02791 | apoferritin/1-aminoanthracene competitive binding, fluorescence | Potency, µM (series often up to 77.5 µM), for inactives: at the highest dose activity change, negative = displacement, usual class: inhibitors | 0.074% of 350,000 active | AID 485281; note: potency is the fitted concentration of half-maximal effect; % is set by controls: 0 for no effect and ±100 for the full control effect; nearly all actives have a fitted effect of over 20% in size
Target sequence (P02791 2-175 limits assumed): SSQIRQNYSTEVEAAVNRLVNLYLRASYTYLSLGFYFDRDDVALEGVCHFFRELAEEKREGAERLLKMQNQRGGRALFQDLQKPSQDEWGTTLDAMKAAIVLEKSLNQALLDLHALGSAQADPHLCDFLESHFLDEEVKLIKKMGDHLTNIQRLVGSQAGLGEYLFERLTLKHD
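Concentration-response curves derived by four-parameter Hill fitting of normalized fluorescence, where compounds displaced 1-AMA from 10 uM horse apoferritin following a brief 10 min room-temperature incubation; propofol titration acted as positive control.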
APEX1 inh – APE1 (human) endonuclease inhibition; Potency, µM (top dose mostly 65.8 µM), for the others: top-dose activity change, negative = inhibition, actives largely listed as inhibitors; P27695; 0.35% of 350,000 active; recombinant APE1, TAMRA/BHQ-2 abasic DNA cleavage fluorescence;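 note: potency is the fitted concentration of half-maximal effect; plate controls were vehicle for no effect and reference inhibitor for full effect; nearly all actives have a fitted effect of over 55% in size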
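Step 1: APE1 (0.75 nM) with compound, 15 min RT. Step 2: add 50 nM fluorophore/quencher THF duplex. Step 3: three fluorescence reads 60 s apart (525/598 nm); read 3 minus read 1 = reaction progress.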
POLB inh – inhibitors of human DNA polymerase beta. Pol beta primer extension/strand displacement, fluorescence kinetic. 1.3% of 340,000 active. Potency, µM (series often up to 114 µM), for inactives: top-dose activity change, negative = inhibition, usual class: inhibitors. P06746; note: potency is the fitted concentration of half-maximal effect; % is set by controls: 0 for no effect and ±100 for the full control effect
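10 nM enzyme + cpd, 15 min RT; start with substrate 50 nM final; read 0 min and after 10 min RT. Corrected, normalized data; 4-parameter Hill curve fit.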
BLM inh – Bloom syndrome helicase (human) inhibition; 0.2% of 350,000 active; Potency, µM (highest dose often 56.1 µM), for the others: at the top dose activity change, negative = inhibition, usual class: inhibitors; recombinant BLM DNA unwinding, fluorescence dequenching;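 note: potency is the fitted concentration of half-maximal effect; plate controls were vehicle for no effect and no enzyme for full effect; nearly all actives have a fitted effect of over 35% in size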
Active calls of the source: *; ? = inconclusive; . = no result given; & = joins results of further samples; [ ] = dose if it differs, or a comment. Unless noted, calls come from the whole dose curve; as a rule, active = well fitted curve in the direction sought with a large enough effect; inconclusive = small, poorly fitted or top-dose-only effect, or another doubt; inactive = no such curve, though single readings can be large; an effect the other way counts as inactive or inconclusive.

SMILES	POLI inh	LDHA block	Glioma ERSR ind	Pol kappa inh	POLH inh	Apoferritin bind	APEX1 inh	POLB inh	BLM inh
Cc1ccnc(NCc2cccc3ccccc23)c1	-9%	-1	3%	-6%	-25%	?	-11%	24%	0%
CC(NS(=O)(=O)c1ccc(CCC(=O)NCc2ccco2)cc1)c1ccccc1 (stereo unspecified)	49%[activator]	0	-1%	-3%	-7%	-8%	14%	47%	3%
O=C(COCc1cc(-c2ccco2)on1)NC1CCCCC1	7%	-3	-2%	-6%	-3%	-3%	83%[activator]	1%	1%
O=C(COC(=O)c1cc(S(=O)(=O)N2CCOCC2)ccc1Cl)Nc1ccc2c(c1)OCO2	17%	0	-4%	-12%	-12%	6%	-1%	9%	-4%
CCCCn1c2ccccc2c2nnc(SCC(=O)Nc3ccc(NC(C)=O)cc3)nc21	-11%	-10	-5%	-1%	-5%	-13%	.	14µM*	-21%
O=C(Nc1ccccc1)C(Cc1ccccc1)N1Cc2ccccc2C1=O (stereo unspecified)	?	-3	-2%	-4%	14%	49%[activator]	.	33%	-3%
CCn1cc(C2=NOC(C(=O)Nc3ccccc3C(=O)OC)C2)c(C)n1 (stereo unspecified)	23%	-2	-4%	-6%	-20%	-8%	12%	18%	0%
Cc1ccc(C(=O)OC(C)C(=O)NC2CCCCC2)cc1S(=O)(=O)N1CCCCC1 (stereo unspecified)	-22%	-5	-3%	-5%	-13%	.	10%	.	.
Cc1noc(C)c1C(=O)NNc1ccc(C(C)C)cc1	30%	-7	-2%	0%	-16%	-7%	3%	1%	-10%
COC(=O)c1cnc(Nc2cc(C)ccc2OC)c2ccccc12	40%[activator]	0&8	-4%	4%	-23%	5%	-22%	6%	-9%
Cc1cc(C)c(C(=O)COC(=O)[C@H](C)Nc2ccc(C(F)(F)F)cc2[N+](=O)[O-])c(C)c1	9%	3	-5%	1%	-14%	-10%	2%	?	-8%
CCCCc1[nH]c(=O)c(C#N)c2c1CSC(C)(C)C2	45%[activator]	-1	0%	-13%	8%	-5%	15%	18%	-4%
O=C(N/N=C/c1ccc(O)c([N+](=O)[O-])c1)c1ccncc1	1%	-1	-5%	-9%	-2%	6%	1%	3%	-3%
Cc1ccc(OS(=O)(=O)c2c(C)nn(C)c2Cl)c(C)c1	29%	-3	-3%	4%	-7%	-12%	15%	11%	-5%
O=C(Nc1nccs1)c1cccc(N2C(=O)C3C4C=CC(C4)C3C2=O)c1 (stereo unspecified)	13%	-10	-3%	-7%	-1%	-8%	6%	38%	-2%
Cc1ccc(-n2ncc(C#N)c2N)cc1	?	-13	-1%	-8%	-8%	8%	-6%	14%	-2%
O=C1CCCc2cc(S(=O)(=O)N3CCC(C(=O)NCc4ccccc4)CC3)ccc2N1	6%	-8	-3%	-2%	-1%	-2%	1%	25%	-1%
COc1ccc(N(CC(=O)NCc2cccc(OC)c2)S(=O)(=O)c2c(C)noc2C)cc1	5%	-4	-2%	-7%	-18%	-7%	1%	5%	-8%
O=S(=O)(O)c1ccc2c(c1)-c1nc-2nc2[nH]c(nc3nc(nc4[nH]c(n1)c1ccc(S(=O)(=O)O)cc41)-c1ccc(S(=O)(=O)O)cc1-3)c1ccc(S(=O)(=O)O)cc21	.	.	-8%	-94%[60.1 µM]	.	?	0.32µM*	.	1.6µM*
CC1CC(C)(C)CC2(C1)NC(=O)N(CC(=O)Nc1c(F)cccc1F)C2=O (stereo unspecified)	31%[activator]	-2	-4%	-3%	-22%	.	33%	.	.

Among those listed so far, these contain four or more nitrogen atoms.
SMILES	POLI inh	LDHA block	Glioma ERSR ind	Pol kappa inh	POLH inh	Apoferritin bind	APEX1 inh	POLB inh	BLM inh
CCCCn1c2ccccc2c2nnc(SCC(=O)Nc3ccc(NC(C)=O)cc3)nc21	-11%	-10	-5%	-1%	-5%	-13%	.	14µM*	-21%
CCn1cc(C2=NOC(C(=O)Nc3ccccc3C(=O)OC)C2)c(C)n1 (stereo unspecified)	23%	-2	-4%	-6%	-20%	-8%	12%	18%	0%
O=C(N/N=C/c1ccc(O)c([N+](=O)[O-])c1)c1ccncc1	1%	-1	-5%	-9%	-2%	6%	1%	3%	-3%
Cc1ccc(-n2ncc(C#N)c2N)cc1	?	-13	-1%	-8%	-8%	8%	-6%	14%	-2%
O=S(=O)(O)c1ccc2c(c1)-c1nc-2nc2[nH]c(nc3nc(nc4[nH]c(n1)c1ccc(S(=O)(=O)O)cc41)-c1ccc(S(=O)(=O)O)cc1-3)c1ccc(S(=O)(=O)O)cc21	.	.	-8%	-94%[60.1 µM]	.	?	0.32µM*	.	1.6µM*

New compounds follow
SMILES	POLI inh	LDHA block	Glioma ERSR ind	Pol kappa inh	POLH inh	Apoferritin bind	APEX1 inh	POLB inh	BLM inh
COc1cc2nc(N3CCN(C(=O)OCc4ccccc4)[C@H](C(=O)NC(C)(C)C)C3)nc(N)c2cc1OC	-9%	13	-3%&-3%	-15%	-16%	-18%	29%&-3%	.	-2%
COc1cccc(/C=N/NC(=O)CNC(=O)c2cccs2)c1O	42%[activator]	3	2%	-8%	0%	-14%	3%	-24%	-1%
NNC(=O)c1cc(C23CC4CC(CC(C4)C2)C3)[nH]n1	33%[activator]	-1	1%	-3%	-18%	?	11%	20%	-5%
COc1ccc(-c2nn(-c3ccccc3)cc2C(=O)Nc2nc(CC(C)=O)ns2)cc1	7%	-3	-5%	-14%	2%	-16%	-11%	19%	-4%
COc1cccc(CN(C)CC(=O)Nc2c(C)cccc2C(C)C)c1	91%[activator]	-6	-1%	1%	-16%	-13%	9%	33%	-8%
COc1ccc(C(=O)Nc2nc(-c3ccc([N+](=O)[O-])cc3)c(-c3ccccc3)s2)cc1	5%	-3	-12%	1%	-5%	.	.	.	.
CCOc1ccc(NC(=O)CN(C)C(=O)CSC(C)C(=O)Nc2cc(C)on2)cc1OCC (stereo unspecified)	37%[activator]	-1	-4%	2%	-17%	-4%	8%	11%	-3%
CCCCNc1ncnc2c1cnn2-c1ccc(Cl)cc1	-8%	1	0%	-8%	-6%	0%	6%	-1%	-2%
Oc1cccnc1CN1CCOCC1	66%[activator]	2	-3%	-2%	-6%	.	.	.	.
CC(C)(C)NS(=O)(=O)c1ccc(CCC(=O)Nc2ccc3c(c2)OCCO3)cc1	31%	-7	1%	-6%	-19%	4%	0%	8%	3%
COC(=O)C(C)Sc1nc2c(c(=O)n1-c1ccccc1)SCC2 (stereo unspecified)	14%	5	-4%	-14%	7%	-10%	-2%	11%	-2%
O=C(N/N=C/c1ccc([N+](=O)[O-])o1)c1cn(-c2ccccc2)nc1-c1ccc(F)cc1	20%	-1	-4%	2%	-23%	-22%	0%	-32%	-8%
NC1(C(=O)O)CCCCC1	7%[58.9 µM]	.	-5%	-6%[60.1 µM]	0%[57.1 µM]	.	-6%	16%[57.1 µM]	.
COc1cc(/C=C/C(=O)c2ccc(O)cc2O)ccc1O	.	.	-2%	8%[60.1 µM]	.	0%	-8%	.	-2%
O=C(Nc1ccc2nc(-c3cccs3)c(-c3cccs3)nc2c1)N1CCOCC1	15%	12	-2%	-2%	-9%	29%	-6%	-24%	-6%
CCC(=O)Nc1ccc(N2CCN(Cc3ccccc3)CC2)cc1	7%	4	-2%	-9%	0%	-10%	2%	2%	2%
CC(C)CC(NC(=O)c1ccccc1)C(=O)OCC(=O)Nc1ccc(Br)cn1 (stereo unspecified)	14%	-5	-2%	-6%	-14%	-18%	1%	?	-6%
Cc1cc(C)c(NC(=O)c2ccccc2CCc2ccccc2)c(C)c1	24%	0	-5%	5%	-10%	-10%	-3%	13%	-10%
Cc1ccc(C)c(OCC(=O)Nc2ccc(S(=O)(=O)Nc3onc(C)c3C)cc2)c1C	-26%	-5	-4%	3%	2%	?	.	1%	0%
CC(=O)NC1CCCC(NC(C)=O)C1 (stereo unspecified)	41%[activator]	4	-3%	4%	-13%	.	.	.	.
O=S(=O)(c1ccc(Cl)cc1)n1ccc(-c2cccc(OCc3c(F)cccc3Cl)c2)n1	6%	-15	-1%	-14%	-8%	-18%	4%	23%	-4%
COc1cc(NC(=O)CSc2ncnc3scc(-c4ccccc4)c23)c(C(=O)O)cc1OC	-11%	-4	-3%	-14%	?	-9%	-1%	?	-7%
CN1CCN(c2ncc3nc(-c4ccccc4)c(=O)n(CCc4ccccc4)c3n2)CC1	.	.	-4%	0%[60.1 µM]	.	.	-4%	.	2%
O=C(NCC(c1ccco1)N1CCc2ccccc21)c1c(F)cccc1F (stereo unspecified)	35%[activator]	-1	-1%	-8%	-19%	.	31%	.	.
COC(=O)c1cccc(NC(=O)c2cccc([N+](=O)[O-])c2)c1	112%[activator]	-11	2%	0%	-5%	-9%	-11%	0%	4%
Cc1cc(CSc2ccccc2)ccc1NC(=O)c1ccc(C)c([N+](=O)[O-])c1	3%	-7	-1%	-6%	-15%	-9%	3%	0%	-6%
CC(=O)N1c2ccc(S(=O)(=O)N3CCCCCC3)cc2CC1C(=O)NCc1cccc(C)c1 (stereo unspecified)	25%	-3	-2%	-4%[60.1 µM]	-18%	5%	.	-3%	-5%
CCc1ccc(NC(=O)Cc2ccc(-n3cccc3)cc2)cc1	-2%	-2	-4%	-3%	?	-11%	1%	-2%	-4%
Cc1ccc(C)c(Cn2c(=O)c3c(nc4n3CCN4c3ccc(F)cc3)n(C)c2=O)c1	28%	-6	0%	-15%	-17%	2%	.	3%	1%
CC(C)C(=O)Nc1ccc2nn(-c3ccccc3)nc2c1	153%[activator]	4	-5%	0%	-15%	-11%	3%	-8%	-3%
Cc1ccc(S(=O)(=O)N(C)c2c(C)ccc(S(=O)(=O)N3CCN(C=O)CC3)c2C)cc1	10%	-3	1%	-4%	-21%	-5%	2%	1%	0%
COc1cccc(CCc2nnc(CCC(=O)NCCC3CCCCO3)o2)c1 (stereo unspecified)	10%	-8	-3%	-10%	?	-4%	1%	-2%	-1%
Cc1ccc(N/C(N)=N/c2nc(CSc3ccccn3)cc(=O)[nH]2)c(C)c1	86%[activator]	-1	-2%	4%	-20%	-1%	1%	4%	2%
COc1ccc(CCNC(=O)C(=O)c2cn(CC(=O)N3CCOCC3)c3ccccc23)cc1OC	-4%	-1	-1%	3%	-8%	-3%	28%	2%	-1%

Not all compounds are listed (hit frequency here may not be typical).
